CHT PAM = CHT positive allosteric modulators, primary screen, cell-based, membrane potential dye, choline EC20. High affinity choline transporter 1 (Homo sapiens), Q9GZV3. CHT-expressing cells; active compounds read high; LV-AA mutant CHT in HEK293 cells. B-score at 10 µM. actives 0.49% (n = 310,000). AID 488977, 2010;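 active means initial fluorescence not abnormally high and integrated response B-score, plate-corrected, over 3 SD above library mean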
Target sequence (Q9GZV3 whole entry, looked up): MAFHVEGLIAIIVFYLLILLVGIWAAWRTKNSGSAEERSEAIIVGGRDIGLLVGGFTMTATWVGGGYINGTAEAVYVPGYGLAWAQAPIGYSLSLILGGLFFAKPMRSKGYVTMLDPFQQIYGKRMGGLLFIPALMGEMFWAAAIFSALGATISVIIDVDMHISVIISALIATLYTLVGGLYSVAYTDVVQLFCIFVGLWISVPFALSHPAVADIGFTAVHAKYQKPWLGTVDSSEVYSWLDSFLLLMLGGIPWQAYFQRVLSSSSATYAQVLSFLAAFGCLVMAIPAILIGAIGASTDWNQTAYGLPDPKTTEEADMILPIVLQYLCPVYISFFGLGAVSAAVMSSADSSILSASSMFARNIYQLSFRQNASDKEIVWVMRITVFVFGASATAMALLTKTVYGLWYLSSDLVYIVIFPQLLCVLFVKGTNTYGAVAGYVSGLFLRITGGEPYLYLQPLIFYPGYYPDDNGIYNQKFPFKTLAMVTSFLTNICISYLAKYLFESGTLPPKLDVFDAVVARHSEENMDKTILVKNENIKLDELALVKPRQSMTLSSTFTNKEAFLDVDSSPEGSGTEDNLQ
CHT block = inhibitors of human choline transporter CHT | High affinity choline transporter 1 (Homo sapiens), Q9GZV3 | CHT-expressing cells, membrane potential dye, choline response; active compounds read low | B-score at 10 µM | actives 0.86% (n = 310,000) | AID 488975, 2010;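 active means B-score over 3 SD under the library average, and starting fluorescence ratio not unusually high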;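 further: choline stimulus applied at its EC90 after an EC20 pre-addition; B-score computed on integrated fluorescence ratio after choline addition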
Starred values were filed as active, the others as inactive; i = inactive. Compounds as they come (roughly 1.5% active in at least one column).

SMILES	CHT PAM	CHT block
O=S(=O)(Nc1ccc(-c2nc3ccccc3o2)cc1)c1ccccc1	i	i
C=CCOc1ccc(/C=N/NC(=O)C(C)Sc2ccccn2)cc1OC (centres undefined)	i	i
CCOC(=O)CSc1nnc(Cc2cc(=O)[nH]c(=O)[nH]2)n1-c1ccc(Cl)cc1	i	i
CC(CN1CCCCC1)NC(=O)c1cccs1 (centres undefined)	i	i
Cc1cc(NC(=O)CCC(=O)N(c2ccc(C)c(F)c2)C(C(=O)NC2CCCC2)c2ccco2)no1 (centres undefined)	i	i
O=C1CCNCCN1[C@H](CO)Cc1ccccc1	i	i
COc1ccc(C2(c3ccc(OC)cc3)NC(=O)NC2=O)cc1	i	i
Brc1cccc(-c2nnc3n2CCC3)c1	i	i
CSc1ccccc1C(=O)N1CCC(n2nccc2NC(=O)C(C)(C)C)CC1	i	i
Cc1ccc(CN(Cc2ccc(C)o2)C(=S)NCC(=O)O)cc1	i	i
Cn1c(Cn2c(=O)sc3ccccc32)nnc1SCC(=O)N1CCc2ccccc21	i	i
Cc1cc(/C=N/NC(=O)CC2(C)OCCO2)c(C)n1-c1cc(Cl)cc(Cl)c1	i	i
COC(=O)COc1ccsc1C(=O)OC	i	i
O=C(O)c1ccc(-c2cccc([N+](=O)[O-])c2)o1	i	i
CC(=O)Nc1ccc(Sc2ncccc2C(=O)Nc2cc(Cl)cc(Cl)c2)cn1	i	i
CC(C)(/C=N/NC(=O)CSCc1ccc(Cl)cc1)CCC#N	i	i
Cc1onc(-c2ccccc2Cl)c1C(=O)Nc1ccc2c(c1)OCO2	i	i
O=C(CSc1cccc2cccnc12)N/N=C/c1ccncc1	i	i
Cc1ccc(-n2c(SCC(=O)N3CC(=O)Nc4ccccc43)nc3ccccc3c2=O)cc1C	i	i
CC1CCCCN1CCCNc1ccc(C(CC(N)=O)NC(=O)Cc2ccc(Br)cc2)cc1[N+](=O)[O-] (centres undefined)	i	i
Cc1ccc(COc2ccc(/C=N/NC(=O)c3nnn(-c4nonc4N)c3COc3ccc(F)cc3)cc2)cc1	i	i
Cc1cccn2c(=O)c(/C=C(\C#N)C(=O)NC3CCS(=O)(=O)C3)c(N3CC(C)OC(C)C3)nc12 (centres undefined)	i	i
O=C(O)c1cccc(NC(=S)NC(=O)c2ccc(-c3ccc(Cl)cc3)o2)c1	i	i
O=C(O)C1C2C=CC(C2)C1C(=O)NC1CCN(Cc2ccccc2)CC1 (centres undefined)	i	i
CC(=O)Nc1ccc(N=Cc2c(O)c3ccccc3oc2=O)cc1	i	i
O=C(CN1CCN(S(=O)(=O)c2ccc3ccccc3c2)CC1)N1CCc2ccccc2C1	i	i
CC1CN(S(=O)(=O)c2cccc(C(=O)N(CCc3ccccc3)Cc3ccccc3)c2)CC(C)O1 (centres undefined)	i	i
COc1ccc(S(=O)(=O)n2cnc3cc(C)c(C)cc32)cc1	i	i
Cc1cc(OCC(=O)NCc2ccncc2)ccc1Cl	i	i
Cc1ccc(NC(=O)CNCc2cccs2)c(Br)c1	i	i
CSCCC(NC(=O)c1ccccc1)C(=O)O (centres undefined)	i	i
O=C1Cc2cccc3cccc1c23	i	i
COc1ccc(S(=O)(=O)N(CC(=O)N2CCOCC2)c2ccc(F)cc2)cc1OC	i	i
COc1ccc(C2C(O)C(c3c[nH]c4ccccc34)=NN2C(=O)CCl)cc1 (centres undefined)	i	i
CC(C)c1nnc(NC(=O)C2CCCN2S(=O)(=O)c2ccc(Cl)cc2)s1 (centres undefined)	i	i
CC(=O)C1=C(c2ccccc2)OC(N)=C(C#N)C1c1ccc(O)cc1 (centres undefined)	i	i
O=S(=O)(c1ccccc1)c1cnn2c(C(F)(F)F)cc(-c3ccc(F)cc3)nc12	i	i
O=C(Nc1ccccc1C(=O)N1CCCCC1)c1cccc(S(=O)(=O)N2CCOCC2)c1	i	i
Cc1nc(C)c(-c2ccn(S(=O)(=O)c3ccc(Cl)cc3)n2)o1	i	i
CCC(C)C(NC(=O)OCc1ccccc1)C(=O)OCN1C(=O)c2ccccc2C1=O (centres undefined)	i	i
Cc1ccc(NC(=O)C/C(N)=N/OC(=O)c2ccccc2)cc1	i	i
CCN(CC)S(=O)(=O)c1ccc(C(=O)N2CCCCC2)cc1	i	i
CNC[C@H](CC1CCCCC1)NC[C@H](Cc1ccccc1)NCCC12CC3CC(CC(C3)C1)C2	i	i
O=C(CCC(=O)N1CCSc2ccccc21)Nc1ccc(F)cc1	i	i
CC(C)(O)C#Cc1ccc([C@@H]2C[C@H]3CN(c4ccccc4)C(=O)[C@]34CCCN24)s1	i	i
Cc1ccc(N=Cc2cc(Cl)cc(Cl)c2O)nc1	i	i
Cc1ccc(NC(=O)C2CCN(C(=O)[C@@H]3Cc4ccccc4CN3)CC2)c(C)c1	i	i
O=C(CC1NCCc2ccccc21)Nc1ccccc1 (centres undefined)	i	i
CCOC(=O)N1CCN(CCC(=O)c2ccc(OC)cc2)CC1	i	i
CC(C)C[C@@H](CO)N1CCN(CC(C)C)CCC1=O	i	i
CCCCc1nc(SCC(=O)Nc2cc(C)on2)n[nH]1	i	i
O=C(CN1C(=O)c2ccccc2C1=O)OCC(=O)N1CCc2ccccc2C1	i	i
COc1ccc(Cl)cc1NC(=O)CN(C)CC(=O)Nc1ccccc1N1CCOCC1	i	i
Cc1cccc(C(=O)NCC(=O)OCC(=O)N2CCc3ccccc32)c1	i	i
Clc1ccc(CN2CCN(c3ncccn3)CC2)cc1	i	i
Cc1sc2nc(C(C)C)nc(SCC(=O)N3CCN(C(=O)c4ccco4)CC3)c2c1C	i	i
CSc1nc(N)nc(SCC(=O)C(C)(C)C)c1C#N	i	i
COc1ccccc1/C=c1\sc2nc(-c3ccccc3OC)nn2c1=O	i	i
Cc1nc2cc(Cl)ccc2n1-c1ccccc1	i	i
CCCC(c1nnnn1Cc1ccc(F)cc1)N1CCN(C)CC1 (centres undefined)	i	i

4 records drawn at random from those above, as already listed:
SMILES	CHT PAM	CHT block
Clc1ccc(CN2CCN(c3ncccn3)CC2)cc1	i	i
CC(C)C[C@@H](CO)N1CCN(CC(C)C)CCC1=O	i	i
Cc1cccc(C(=O)NCC(=O)OCC(=O)N2CCc3ccccc32)c1	i	i
Cc1nc2cc(Cl)ccc2n1-c1ccccc1	i	i

Remaining list, next part
SMILES	CHT PAM	CHT block
COc1ccc(C(=O)c2cnc3ccccc3c2-c2ccccc2)cc1	i	i
CSc1ccccc1OCc1cc(C(=O)N2CCc3[nH]cnc3C2c2ccccn2)no1 (centres undefined)	i	i
O=C(NCCOc1ccccc1)c1cccc(S(=O)(=O)NCc2ccccc2)c1	i	i
COc1ccc(NC(=O)CSC2=NCCN2)cc1	i	i
O=C(NCc1ccccc1OC(F)(F)F)C1CCC(=O)N(C2CC2)C1 (centres undefined)	i	i
Cn1nnc(C(O)CNCc2ccc(Cl)cc2)n1 (centres undefined)	i	i
Cc1nn(Cc2ccccc2Cl)c(C)c1C(=O)NCCN1C(=O)S/C(=C\c2ccccc2)C1=O	i	i
Cc1ncc(C[n+]2csc(CCOC(=O)CC34CC5CC(CC(C5)C3)C4)c2C)c(N)n1	i	i
Cc1ccc(C(CNS(=O)(=O)c2ccc(Br)cc2)N2CCN(C)CC2)cc1 (centres undefined)	i	i
COc1ccc(CC(NC(C)=O)C(=O)NC2CCN(C(=O)NCc3ccccc3)CC2)cc1 (centres undefined)	i	i
CCOC(=O)N1CCN(C(=O)c2oc3ccc(S(=O)(=O)N4CC(C)CC(C)C4)cc3c2C)CC1 (centres undefined)	i	i
O=C(CSc1nnc2ccccn12)NCc1cccs1	i	i
COc1ccc(/C=N/NC(=O)c2c(-c3ccccc3)noc2C)cc1	i	i
O=C(CN1CCCCC1)Nc1cccc(Cl)c1Cl	i	i
CCOC(=O)c1sc2nc(C)n(N)c(=O)c2c1C	i	i
O=C(COc1ccccc1O)NCCN1CCOCC1	i	i
CCn1c(C)c(C)c2cc(C(=O)NCCCN3CCOCC3)ccc21	i	i
COc1ccc(N(C)S(=O)(=O)c2ccc3c(c2)oc(=O)n3C)cc1	i	i
Cc1ccc(C)c(NC(=O)CSc2nc(C)cc(C)c2C#N)c1	i	i
COCCCC1CCN(C(=O)c2cc(COc3cc(C)ccc3C)on2)CC1	i	i
CC(C)(C)C(=O)Oc1ccc2cc(-c3ccc4ccccc4n3)c(=O)oc2c1	i	i
COc1ccc(-c2nnc(NC(=O)CSc3ccccc3)s2)cc1OC	i	i
O=C(O)c1ccc(Cl)c(S(=O)(=O)NCC2CCCO2)c1 (centres undefined)	i	i
CCN(CC)C(=O)CSc1nnc(CNc2ccc(F)cc2)n1Cc1ccco1	i	i

In a second layout: entries from further up.
Structure | CHT PAM | CHT block
COc1ccc(N(C)S(=O)(=O)c2ccc3c(c2)oc(=O)n3C)cc1 | i | i
Cc1ccc(C)c(NC(=O)CSc2nc(C)cc(C)c2C#N)c1 | i | i
COCCCC1CCN(C(=O)c2cc(COc3cc(C)ccc3C)on2)CC1 | i | i
CC(C)(C)C(=O)Oc1ccc2cc(-c3ccc4ccccc4n3)c(=O)oc2c1 | i | i
COc1ccc(-c2nnc(NC(=O)CSc3ccccc3)s2)cc1OC | i | i

Entries of single compounds, looked up by structure. Values in the order: CHT PAM, CHT block
Listed for `Cc1cc(OCC(=O)NCc2ccncc2)ccc1Cl` : i, i
Listed for `CC(C)(/C=N/NC(=O)CSCc1ccc(Cl)cc1)CCC#N` : i, i
Listed for `COc1ccc(C(=O)c2cnc3ccccc3c2-c2ccccc2)cc1` : i, i
Listed for `CCC(C)C(NC(=O)OCc1ccccc1)C(=O)OCN1C(=O)c2ccccc2C1=O` (centres undefined) : i, i
Listed for `Cc1ccc(NC(=O)C/C(N)=N/OC(=O)c2ccccc2)cc1` : i, i

Remaining list, next part.
SMILES	CHT PAM	CHT block
Cc1cccc(OCCc2c(C)[nH]c(=S)[nH]c2=O)c1	i	i
COc1ccccc1NC(=O)CSCC(N)=O	i	i
O=C(Cn1nnc2ccccc2c1=O)NCc1ccc(Cl)cc1	i	i
CCc1ccc(C(=O)Nc2cc3c(cc2Cl)OCCCO3)cc1	i	i
O=C(CSc1ncn[nH]1)c1ccc2c(c1)OCCO2	i	i
O=C(N/N=C/c1cccc(O)c1)c1ccc(COc2ccc3c(c2)CCC3)o1	i	i
CC(C)CC[n+]1ccn(-c2nc3ccccc3nc2[N-]S(=O)(=O)c2ccccc2)c1	i	i
Cc1[nH]n(C(N)=S)c(=O)c1N=Nc1ccc(Cl)cc1Cl	i	i
CCOc1ccc(/C=N/NC(=O)c2ccc(CSc3nc4ccccc4[nH]3)cc2)cc1	i	i
Cc1cc(C)n(CCNS(=O)(=O)c2ccc(Cl)cc2)n1	i	i
c1nnnn1C12CC3CC(CC(C3)C1)C2	i	i
COc1ccc(CNC(=O)CN(C(=O)CCC(=O)Nc2ccccn2)c2ccccc2OC)cc1	i	i
CCOC(=O)N1CCN(C(=O)c2ccc(Cn3c(=S)[nH]c4cc(C(=O)OC)ccc4c3=O)cc2)CC1	i	i
O=C(O)c1ccccc1C(=O)Nc1cccc([N+](=O)[O-])c1	i	i
COc1ccc(NC2CCCN(C(=O)c3ccccc3C(F)(F)F)C2)cc1 (centres undefined)	i	i
CCCCOc1ccc(C2C3CN(C(=O)OCC)CC=C3C(C#N)=C(N)C2(C#N)C#N)cc1OC (centres undefined)	i	i
CN1CCN(C(=O)C2=C[C@H](c3ccc4c(c3)OCO4)C[C@H](OCCCCO)O2)CC1	i	i
O=C(CN1C(=O)C2CC=CCC2C1=O)Nc1ccc(S(=O)(=O)NC2=NCCCCC2)cc1 (centres undefined)	i	i
Cc1noc(C)c1C(=O)N1CCc2ccccc2C1	i	i
Cc1ccc(NS(=O)(=O)c2cc(NC(=O)c3cc(=O)[nH]c(=O)[nH]3)ccc2Cl)c(C)c1	i	i
O=C(NCCC(c1ccccc1)c1ccccc1)c1cccs1	i	i
COc1ccc(COC(=O)C2CCN(S(=O)(=O)c3ccc(C)cc3)CC2)cc1	i	i
O=C(Nc1nc2cc3c(cc2s1)OCCO3)c1ccc(N2C(=O)CCC2=O)cc1	i	i
CN(CC(=O)NCc1ccc(F)cc1)S(=O)(=O)c1cccc2nsnc12	i	i
CC(=O)C1=C(c2ccccc2)NC(=O)NC1c1ccccc1OCC(=O)NCc1ccccc1 (centres undefined)	i	i
COc1ccccc1OCCC(=O)O	i	i
CCOC(=O)N1CCN(C(=O)COC(=O)c2ccc(O)cc2O)CC1	i	i
COC(=O)c1cc(C)nc2c1C(=O)C(=O)C=C2N1CCOCC1	i	i
NC1=NC(=O)/C(=C/c2cccs2)S1	i	i
COCCN(C(=O)COC(=O)/C=C/c1ccc(OC)c(OC)c1)c1c(N)n(Cc2ccccc2)c(=O)[nH]c1=O	i	i
CN(C)c1ccc(C(=O)c2ccc(O)cc2O)cc1	i	-6*
CC(C)c1cc(-c2cc(C(=O)Nc3ccccc3)on2)nc(NCC2CC2)n1	i	i
S=C(NNC(=S)Nc1ccccc1)Nc1ccccc1	i	i
O=C(NCc1cccnc1)Nc1ccccc1F	i	i
CCOCCCN(C)C1CCN(C(=O)c2oc3ccccc3c2NC(=O)c2cccc([N+](=O)[O-])c2)CC1	i	-6.3*
Cc1ccc(N=Cc2ccc(N(C)C)cc2)cc1C	i	i
CCOc1ccc(S(=O)(=O)NCCC(=O)N2CCCN(C)CC2)cc1	i	i
COc1ccccc1NC(=O)N1CCN(c2cccc(C(F)(F)F)c2)CC1	i	i
COc1ccc2c(c1)c(=O)oc1c(C)c(OCc3ccc(C(=O)O)cc3)ccc12	i	i
CCN1CCN(CC(=O)Nc2nc3ccccc3s2)CC1	i	i
Cc1ccc(C2=CC(c3ccccc3)n3ncnc3N2)c(C)c1 (centres undefined)	i	i
CCC1CCCCN1C(=O)COc1ccc2c(c1)OCO2 (centres undefined)	i	i
CC(C)C1C(=O)CC(c2ccccc2)NC1c1ccccc1 (centres undefined)	i	i
CN1CCN(c2nc(-c3cccs3)cs2)CC1	i	i

Bioassay records (PubChem)
